Screens (PubChem BioAssay)
EPAC1 antag: antagonists of human EPAC1. AID 720709. Potency, µM (titrated, usually from 115 µM), for the others: at the top dose activity change, negative = inhibition, hits mostly inhibitors. O95398. 360,000 compounds, 0.14% hits. EPAC1 GEF assay, Rap1b-BODIPY-GDP exchange fluorescence;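 further: potency means the concentration at half of the fitted maximal effect; plate controls were vehicle for no effect and positive control for full effect; nearly all actives have a fitted effect of over 50% in size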
WRN inhibitor: WRN helicase (human) inhibition | 360,000 compounds, 0.46% hits | WRN helicase unwinding, fluorescent forked duplex, kinetic | Q14191 | AID 651768 | Potency, µM (doses to about 114 µM), without a hit: at the highest dose activity change, negative = inhibition, usual class: inhibitors; further: potency means the concentration at half of the fitted maximal effect; on the % scale 0 is the no-effect control and ±100 the full control effect; nearly all actives have a fitted effect of over 55% in size
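WRN at 20 nM final preincubated with compound 15 min at room temperature; reaction started with 100 nM fluorophore/quencher forked duplex oligonucleotide and 2 mM ATP final. Unwinding followed kinetically by red fluorescence (ex 525, em 598 nm).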
PI5P4Ka inh: PI5P4K alpha (human) kinase inhibition; P48426; AID 652105; 330,000 compounds, 1.2% hits; PI5P4Kalpha enzyme, ADP-Glo luminescence, 60 min; stronger effect = lower value; max response, %; active means max response of -50% or lower; inconclusive means between -30% and -50%; inactive means -30% or higher; further: value at the top dose of about 77 µM; on the % scale 0 is the no-effect control and ±100 the full control effect
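Quantitative HTS of the MLSMR library against PI5P4Kalpha with substrate. ATP added last at 5 microM final; room temperature, 60 minutes. Remaining ATP depleted, ADP converted and read as luminescence.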
EPAC1 ag: activates human EPAC1 exchange factor; O95398; 360,000 compounds, 0.073% hits; EPAC1 agonist qHTS, biochemical assay; response scale: 100% = response to 6.5 mM cAMP; Potency, µM (doses to about 154 µM), for the others: at the top dose activation, most hits filed as activators; further: potency means the concentration at half of the fitted maximal effect; nearly all actives have a fitted effect of over 60% in size
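Nucleotide exchange by EPAC1 (100 nM) on Rap1B–BODIPY-GDP (250 nM) in the presence of 50 uM GDP is tracked fluorescently at 480/540 nm over 30 min. Signals are normalized to a 6.5 mM cAMP control.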
PLK1 PBD block: inhibitors of human PLK1 polo-box domain binding | P53350 | Plk1 PBD binding of FITC phosphopeptide, fluorescence polarization | Potency, µM, inactives show max response, negative = inhibition, usual class: inhibitors | 360,000 compounds, 2.8% hits | AID 720504; further: potency means the concentration at half of the fitted maximal effect; series mostly up to about 57 µM; on the % scale 0 is the no-effect control and ±100 the full control effect; nearly all actives have a fitted effect of over 65% in size
Target sequence (P53350 whole entry, looked up, the tested form may be a part): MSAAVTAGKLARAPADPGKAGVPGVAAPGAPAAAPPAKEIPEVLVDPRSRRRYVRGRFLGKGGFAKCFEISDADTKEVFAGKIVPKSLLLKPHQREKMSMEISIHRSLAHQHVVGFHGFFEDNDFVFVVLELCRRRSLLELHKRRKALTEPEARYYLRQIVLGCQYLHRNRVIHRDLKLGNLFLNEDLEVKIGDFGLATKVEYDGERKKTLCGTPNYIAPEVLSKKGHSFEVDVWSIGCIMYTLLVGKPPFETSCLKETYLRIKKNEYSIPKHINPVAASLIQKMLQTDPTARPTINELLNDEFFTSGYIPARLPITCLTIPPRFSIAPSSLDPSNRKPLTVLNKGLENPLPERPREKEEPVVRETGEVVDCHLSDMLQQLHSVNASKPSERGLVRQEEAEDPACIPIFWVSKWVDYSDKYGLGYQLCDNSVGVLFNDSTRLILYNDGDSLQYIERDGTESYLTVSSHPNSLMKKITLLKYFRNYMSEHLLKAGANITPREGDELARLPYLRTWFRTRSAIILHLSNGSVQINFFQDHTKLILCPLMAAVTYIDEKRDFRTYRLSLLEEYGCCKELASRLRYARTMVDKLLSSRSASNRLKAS
EPAC2 antag: antagonists of human EPAC2; 360,000 compounds, 0.18% hits; Potency, µM (series often up to 114 µM), for inactives: at the highest dose activity, negative = inhibition, usual class: inhibitors; Q8WZA2; EPAC2 GEF exchange of Rap1B-BODIPY-GDP, fluorescence; AID 720708; further: potency means the concentration at half of the fitted maximal effect; on the % scale 0 is the no-effect control and ±100 the full control effect; nearly all actives have a fitted effect of over 45% in size; many of its hits are not listed in these tables
CCT chaperon mod: changes cytosolic chaperonin activity | purified chaperonin ATPase assay, HTRF ADP detection, 30 min | activity change, % (test concentration not listed), hits read low | 360,000 compounds, 0.3% hits | AID 651819; in the data active means activity change below about -30%; further: on the % scale 0 is the no-effect control and ±100 the full control effect
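First, chaperonin was dispensed at 40 nM or 20 nM final depending on batch activity. Next, compounds were pinned at 76 uM and ATP added at 10 uM. After 30 min at 37 °C, ADP detection reagents ran 30 min at ambient temperature.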
MmCpn inh: inhibitors of Methanococcus maripaludis chaperonin (MmCpn). purified Mm-Cpn ATPase, ADP Transcreener TR-FRET. Potency, µM (top dose mostly 76.9 µM), inactives show at the highest dose activity, negative = inhibition, hits mostly inhibitors. 330,000 compounds, 0.031% hits; further: potency means the concentration at half of the fitted maximal effect; on the % scale 0 is the no-effect control and ±100 the full control effect; nearly all actives have a fitted effect of over 80% in size
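25 nM Mm-CPN + cpd, 10 min 37°C; + 10 uM ATP, 30 min 37°C; buffer 30 mM Tris pH 7.4, 100 mM KCl, 5 mM MgCl2, 1 mM DTT; Transcreener ADP HTRF detection 30 min RT.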
The depositor's hits bear a star; ? = inconclusive; nt = not tested or not shown; [ ] = dose if it differs, or a comment. Unless noted, the call rests on the fitted dose curve; in most records, active means well fitted curve in the direction sought with a large enough effect; inconclusive means small, poorly fitted or top-dose-only effect, or another doubt; inactive means no such curve, though single readings can be large; an effect the other way counts as inactive or inconclusive.

Every second line gives: PLK1 PBD block, EPAC2 antag, MmCpn inh, PI5P4Ka inh, CCT chaperon mod, EPAC1 ag, WRN inhibitor, EPAC1 antag
> O=C(NCc1cccnc1)c1nc(-c2ccccc2)n(-c2ccccc2)n1
→ -3%, -3%, -1%, -16, 1.8, -8%, ?, 8%
> O=C(Nc1ccc(Cl)cc1Cl)C1CCCO1 (stereo not given)
→ -2%, 5%, -2%, 3, -2.1, 4%, -22%, 2%
> Cc1ccccc1NC(=O)Cc1nc(COC(=O)c2ncc(Cl)c(Cl)c2Cl)cs1
→ 4%, 2%, nt, 4, 0.8, 1%, 4%, 8%
> CN(Cc1ccc(F)cc1)C(=O)c1sccc1-c1ccccc1
→ -3%, ?, -1%, -20, -18, -1%, -2%, 13%
> CCCC1=Nc2cc(C(=O)NCCCN3CCOCC3)ccc2Sc2ccccc21
→ ?, 1%, 2%, 1, -3.0, -13%, -25%, 4%
> COCC1CCN(C(=O)c2cc(COc3ccc(F)cc3F)on2)C1 (stereo not given)
→ -8%, 2%, 1%, 1, 1.4, 12%, 0%, 4%
> CC[n+]1c(/C=C2/C=C(C)CC(C)C2)sc2ccccc21 (stereo not given)
→ 13µM*, 1%, -4%, ?, -3.1, -4%, 3%, -2%
> O=C(CSc1n[nH]c(-c2cccs2)n1)NC1CCS(=O)(=O)C1 (stereo not given)
→ -24%, -3%, 1%, -2, -1.7, -2%, 5%, -23%
> Cc1ccc2cc(COC(=O)c3ccco3)c(=O)[nH]c2c1
→ -15%, 2%[57.1 µM], -4%, ?, 0.1, -11%, -10%, 12%
> Cc1cc(NC(=O)CCN2CCN(C/C=C/c3ccccc3)CC2)ccc1Br
→ 8%, -5%, 0%, -4, 3.1, -1%, -1%, -22%
> Cc1nc2cc(-c3cccc(F)c3)nn2c(N2CCN(C(=O)c3ccco3)CC2)c1C
→ 1%, -21%, 2%, -4, 2.6, -8%, -2%, 8%
> COc1cc2c(cc1OC)C(COc1ccccc1OC)N(C(=O)C(C)C)CC2 (stereo not given)
→ -8%, -6%, 2%, -8, 0.1, -5%, 7%, 5%
> O=C1CCCCC1Oc1ccc2ccc(=O)oc2c1 (stereo not given)
→ 0%, 0%, -1%, -2, -1.9, -2%, 3%, -5%
> CCOc1ccc(-n2nnc3c(=O)n(CC(=O)Nc4cc(C)on4)cnc32)cc1
→ 0%, 5%, 0%, 8, -2.1, -56%[inhibitor], -8%, ?
> Cc1noc(C)c1S(=O)(=O)N1CCCC(C(=O)NCc2ccccn2)C1 (stereo not given)
→ 2%, -1%, 1%, 2, -2.6, -8%, 1%, 2%
> Cc1ccc(NC(=S)NCc2ccc(F)cc2)cc1
→ -20%, -2%, nt, -1, -2.6, 5%, -8%, 0%
> CCN(CC)S(=O)(=O)c1ccc(N2CCOCC2)c(NC(=O)C2CCCO2)c1 (stereo not given)
→ 3%, -7%, 3%, -4, -3.2, -17%, -4%, -2%
> COc1ccc(CCn2c(-n3nc(C)cc3C)nc3c2c(=O)[nH]c(=O)n3C)cc1
→ 3µM*, 21%, nt, ?, 0.0, 7%, 79µM*, 19%
> COc1ccc(C(=O)OCc2nc(N)nc(Nc3ccccc3C)n2)cc1OC
→ -4%, 16%, -8%, -7, 1.9, -7%, 9%, 2%
> O=C(COC(=O)c1cccnc1Cl)NC(=O)c1ccc(OC(F)F)cc1
→ -8%, 4%, -2%, -4, 2.4, 3%, -30%, -10%
> Cc1ccc(-c2nnc(N3CCOCC3)c3ccccc23)cc1S(=O)(=O)NCc1cccnc1
→ 4%, 11%, -2%, 5, -0.2, -4%, -12%, 8%
> CCOC(=O)c1ccc(N2CSC3=C(C#N)C(c4cccs4)CC(=O)N3C2)cc1 (stereo not given)
→ -22%, 6%, -2%, -70*, -2.2, 3%, 1%, -3%
> Cc1cc(N2CCCC2)ccc1NC(=O)COc1ccccc1
→ -17%, -2%, -1%, -12, -1.6, 4%, 1%, -1%
> Cc1ccc(C(=O)C[n+]2ccc(Cc3ccccc3)cc2)cc1
→ -8%, 14%, -1%, -3, -3.4, -9%, 3%, -3%
> O=C1c2nc3cc(-c4ccccc4)[nH]n3c(=O)c2CN1Cc1ccccc1
→ -14%, 2%, 1%, ?, 0.5, 1%, -1%, -1%
> COc1ccc(/C=C/C(=O)OCC(=O)NCCCc2ccccc2)cc1OC
→ 3%, -13%, -2%, 1, 0.6, -3%, 0%, 0%
> CCCCCc1nnc(NS(C)(=O)=O)s1
→ -2%, 11%, 1%, -12, -3.9, -1%, -4%, 6%
> Cc1cccn2cc(-c3ccc(F)cc3)cc12
→ -12%, -8%, 0%, 11, -1.8, 22%, 3%, 27%
> O=C(NCCc1ccccn1)C1CCN(S(=O)(=O)c2ccc(Cl)cc2)CC1
→ 1%, 6%, 5%, -5, -2.6, -8%, 5%, -4%
> O=C(COC(=O)c1cc2ccccc2o1)c1ccccc1
→ -5%, -11%, 1%, 1, -2.9, 14%, -7%, 3%

2 entries from above in another layout.
O=C(NCCc1ccccn1)C1CCN(S(=O)(=O)c2ccc(Cl)cc2)CC1
- PLK1 PBD block: 1%
- EPAC2 antag: 6%
- MmCpn inh: 5%
- PI5P4Ka inh: -5
- CCT chaperon mod: -2.6
- EPAC1 ag: -8%
- WRN inhibitor: 5%
- EPAC1 antag: -4%
O=C(COC(=O)c1cc2ccccc2o1)c1ccccc1
- PLK1 PBD block: -5%
- EPAC2 antag: -11%
- MmCpn inh: 1%
- PI5P4Ka inh: 1
- CCT chaperon mod: -2.9
- EPAC1 ag: 14%
- WRN inhibitor: -7%
- EPAC1 antag: 3%

2 entries from above, in markdown.
| SMILES | PLK1 PBD block | EPAC2 antag | MmCpn inh | PI5P4Ka inh | CCT chaperon mod | EPAC1 ag | WRN inhibitor | EPAC1 antag |
| --- | --- | --- | --- | --- | --- | --- | --- | --- |
| COc1ccc(C(=O)OCc2nc(N)nc(Nc3ccccc3C)n2)cc1OC | -4% | 16% | -8% | -7 | 1.9 | -7% | 9% | 2% |
| O=C(COC(=O)c1cccnc1Cl)NC(=O)c1ccc(OC(F)F)cc1 | -8% | 4% | -2% | -4 | 2.4 | 3% | -30% | -10% |

These rows are one share of the data, so the mix of outcomes need not match the whole.
